High-throughput results (PubChem)
E coli Lon inh = inhibits E. coli Lon protease | purified E. coli Lon protease, fluorescence polarization | inhibition, % at 7.94 µM | hit rate 0.42% among 360,000; in the data active means inhibition above about 13%, passing the limit was not always enough;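 further: 0% = enzyme with probe and DMSO and 100% = no enzyme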
MsrA inh = inhibits bovine methionine sulfoxide reductase A. purified bovine MsrA, absorbance read-out. inhibition, % at 15.5 µM. hit rate 0.75% among 360,000. AID 651718; in the data active means inhibition above about 4.5%;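 further: 0% = vehicle wells with enzyme and 100% = reference inhibitor wells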
CendR NRP1 mod = alters CendR peptide binding to human NRP-1; FAM-RPARPAR peptide binding to NRP-1, fluorescence polarization; inhibition, % at 25 µM; O14786; hit rate 0.85% among 360,000;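 active means inhibition or corrected inhibition above about 18%, plus a signal ratio from 0.5 to 1.5, limit read from the data, passing the limit was not always enough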; further: strong numbers were not always called active
DNMT1 inh = inhibitors of human DNMT1; inhibition (reported as % activation of signal), % at 10 µM; hit rate 0.83% among 360,000; AID 588458; DNMT1 molecular beacon, Hinp1I cleavage, fluorescence; P26358; in the data active means inhibition above about 50%
Tb MetRS inh = Trypanosoma brucei MetRS inhibition. purified T. brucei MetRS, ATP depletion, Kinase-Glo luminescence. inhibition, % at 11.9 µM. hit rate 0.4% among 360,000. AID 624268;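 active means inhibition above a per-plate cutoff of the control wells' mean inhibition plus 3 SD, cut at about 5.5% in these data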;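 further: 0% = DMSO wells median and 100% = median of wells with control inhibitor compound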
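Measured by: Kinase-Glo luciferase luminescence reporting remaining unconsumed ATP. Material: purified T. brucei MetRS enzyme. Doses: 11.9 µM compound single dose, 0.9% DMSO. Medium: HEPES buffer containing pyrophosphatase, BSA, spermine, DTT. Times: 15 min preincubation, 2 h reaction, all 25 °C. Reagent: methionine, ATP and bulk E. coli tRNA.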
SUMO1 PPI mod = SUMO1-SIM interaction modulation; P63165; SUMO1 binding to a labelled peptide, TR-FRET, 1 h; inhibition, % at 20 µM; hit rate 0.33% among 360,000; AID 602429; in the data active means inhibition above about 37%
Target sequence (P63165 whole entry, looked up): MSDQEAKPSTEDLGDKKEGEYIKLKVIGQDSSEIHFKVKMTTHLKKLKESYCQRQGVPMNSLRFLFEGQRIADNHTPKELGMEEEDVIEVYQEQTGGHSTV
LMPTP inh = LMPTP (human) inhibition. recombinant LMPTP-A, OMFP fluorogenic substrate, fluorescence intensity. inhibition, % at 20 µM. hit rate 0.22% among 360,000;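 active means compounds that cut the enzyme signal by at least half of the control window in the single-dose screen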;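 further: plate controls were DMSO wells with enzyme plus substrate for no effect and substrate without enzyme for full effect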
Target sequence (P24666 whole entry, looked up): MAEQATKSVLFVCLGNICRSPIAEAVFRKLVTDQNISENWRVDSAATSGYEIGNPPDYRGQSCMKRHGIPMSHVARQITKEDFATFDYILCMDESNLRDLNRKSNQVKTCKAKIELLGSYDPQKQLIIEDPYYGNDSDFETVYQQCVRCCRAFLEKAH
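test system = LMPTP-A | amount = 0.625 nM LMPTP-A final | reagent = fluorogenic phosphatase substrate OMFP at 400 µM final | incubation = 50 min at room temperature | benchmarks = no-enzyme low control, uninhibited high control | medium = Bis-Tris pH 6.0, DTT, detergent | signal = fluorescence intensity of OMFP turnover product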
STEP block = STEP (human) phosphatase inhibition. hit rate 0.25% among 360,000. recombinant STEP, OMFP fluorogenic substrate, fluorescence. inhibition, % at 20 µM;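 active means inhibition at 20 µM, scaled per plate between control wells, above about 37%, limit read from the data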;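 further: 0% = DMSO with enzyme and substrate and 100% = substrate only without enzyme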
Target sequence (P54829 whole entry, looked up): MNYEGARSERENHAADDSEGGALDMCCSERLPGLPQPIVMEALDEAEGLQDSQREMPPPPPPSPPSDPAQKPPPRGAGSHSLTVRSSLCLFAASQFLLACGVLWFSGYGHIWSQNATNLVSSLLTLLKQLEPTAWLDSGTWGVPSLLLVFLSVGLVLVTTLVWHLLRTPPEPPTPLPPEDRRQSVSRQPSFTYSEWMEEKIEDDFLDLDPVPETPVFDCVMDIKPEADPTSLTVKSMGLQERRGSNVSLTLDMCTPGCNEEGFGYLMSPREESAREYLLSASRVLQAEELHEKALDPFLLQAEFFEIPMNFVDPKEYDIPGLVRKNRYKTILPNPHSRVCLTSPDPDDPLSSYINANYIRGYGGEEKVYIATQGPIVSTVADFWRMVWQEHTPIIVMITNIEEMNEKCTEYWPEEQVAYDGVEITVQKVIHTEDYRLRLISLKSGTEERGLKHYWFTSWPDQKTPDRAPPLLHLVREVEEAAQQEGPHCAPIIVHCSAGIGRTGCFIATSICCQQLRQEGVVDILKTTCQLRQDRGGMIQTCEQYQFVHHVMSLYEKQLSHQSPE
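Test system: STEP tyrosine phosphatase / Reagent: OMFP at 25 µM / Doses: 20 µM, 1% DMSO / Read-out: percent inhibition scaled to no-enzyme and uninhibited-enzyme controls, plate-pattern corrected / Detection: FITC-channel fluorescence of OMFP product / Medium: Bis-Tris buffer pH 6.0, 2.5 mM DTT, 0.005% Tween 20 / Schedule: 20 min at room temperature, dark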
Scp1 inh = Scp-1 (human) phosphatase inhibition; AID 493091; inhibition, % at 20 µM; Q9GZU7; hit rate 0.88% among 340,000; Recombinant Scp1, phosphopeptide, malachite green phosphate absorbance;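 active means inhibition above about 50% at 20 µM, limit read from the data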;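 further: plate controls were DMSO wells with enzyme for no effect and wells lacking enzyme for full effect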
Target sequence (Q9GZU7 76-261 limits assumed): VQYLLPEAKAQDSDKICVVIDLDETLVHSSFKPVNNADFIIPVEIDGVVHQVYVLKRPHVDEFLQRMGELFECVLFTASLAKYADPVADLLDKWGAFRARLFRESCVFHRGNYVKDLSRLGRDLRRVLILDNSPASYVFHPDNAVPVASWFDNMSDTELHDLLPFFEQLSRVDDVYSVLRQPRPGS
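System: truncated SCP-1 phosphatase (76-261aa); medium: Tris acetate buffer pH 5.5 with MgCl2 and Tween-20; incubation: 45 min room-temperature reaction, 5 min colour, 30 min stabiliser; compound: single 20 µM dose, 1% DMSO; reagent: Phosphorylated 17-residue peptide substrate; read-out: % inhibition at 20 µM; technique: colorimetric free-phosphate detection, absorbance 630 nm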
MsrA act = bovine methionine sulfoxide reductase A activation; purified bovine MsrA, absorbance read-out; activation, % at 10.6 µM; hit rate 0.3% among 360,000; AID 602163; in the data active means activation above about 7.5%;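 further: 0% = vehicle and 100% = reference activator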
An asterisk follows results filed as active; x = not tested or not shown.

Start of the listing, in advance:
SMILES	E coli Lon inh	MsrA inh	CendR NRP1 mod	DNMT1 inh	Tb MetRS inh	SUMO1 PPI mod	LMPTP inh	STEP block	Scp1 inh	MsrA act
COc1ccc(CC(N)c2csc(Nc3ccccn3)n2)cc1 (stereo not drawn)	2	1.4	3	2	0.1	-3	-1.5	-2	x	-3
C=CCc1c(C)nc(-c2ccccc2)nc1Nc1ccc(O)cc1	-1	0.4	-1	-7	-0.7	-2	17	-3	4	-6

Main list, from the first entry:
SMILES	E coli Lon inh	MsrA inh	CendR NRP1 mod	DNMT1 inh	Tb MetRS inh	SUMO1 PPI mod	LMPTP inh	STEP block	Scp1 inh	MsrA act
COc1ccc(CC(N)c2csc(Nc3ccccn3)n2)cc1 (stereo not drawn)	2	1.4	3	2	0.1	-3	-1.5	-2	x	-3
C=CCc1c(C)nc(-c2ccccc2)nc1Nc1ccc(O)cc1	-1	0.4	-1	-7	-0.7	-2	17	-3	4	-6
COc1ccc(CCn2c(N)c(C#N)c3nc4ccccc4nc32)cc1OC	-11	1.3	12	39	4.4	34	2.4	2	-5	-3
CCN(CC)CCNC(=O)c1cccc(NC(=O)C(=O)c2cc(Br)ccc2NC(C)=O)c1	-2	1.8	-1	0	-0.3	-4	-1.2	0	-5	0
CN1CCN(S(=O)(=O)c2cccc(C(=O)Nc3sc4c(c3C(N)=O)CCCC4)c2)CC1	-10	0.2	-9	-6	-0.4	28	-0.7	12	0	-1
CCCS(=O)(=O)N1CCN(C(=O)c2cccc(OC)c2)CC1	-4	-0.5	-8	0	0.1	3	-0.8	-1	3	-3
CN(c1ccccc1)S(=O)(=O)c1ccccc1Br	2	-0.2	-1	5	-0.2	-1	-1.0	3	-11	-6
Cc1ccc(NC(=O)CCN2CCc3ccccc3C2)cc1	-7	0.1	6	-6	-0.6	-3	-0.1	-1	0	1
CC12CCCc3c(O)cc(=O)n(c31)-c1ccccc12 (stereo not drawn)	-14	-0.5	-10	9	0.3	6	-5.6	3	-8	-3
CCC(=O)N1CCc2cc(S(=O)(=O)CCC(=O)NCCc3ccc(OC)c(OC)c3)ccc21	1	0.7	11	5	-0.7	3	-0.5	1	-2	-6
CCN(CC)c1ccc(/C=N/NC(=O)OC(C)(C)C)cc1	16	2.1	6	-2	2.5	-19	0.2	-1	-7	-7
O=C(COC(=O)c1cc(=O)[nH]c2ccccc12)Nc1cccc(S(=O)(=O)N2CCOCC2)c1	-7	3.8	-2	2	0.0	-10	1.3	-3	-11	-3
C=CCN1c2ccccc2[C@]23C[C@@H](C(=O)OC)N(C(=O)CC(C)C)C2=NC(C(=O)OC)=C(C(=O)OC)[C@H]13	-7	-0.2	15	4	-0.3	3	2.4	1	-3	-1
CCCNC(=S)NC1CC2CCCC(C1)N2Cc1ccccc1OC (stereo not drawn)	-11	-0.6	5	0	-0.1	-1	-1.0	-3	x	-2
O=c1ccn(-c2cccc(C(F)(F)F)c2)nc1-c1ccn(-c2ccccc2)n1	5	0.3	-10	-2	0.1	2	0.2	2	0	1

Retrieved by structure from the list above (2):
SMILES	E coli Lon inh	MsrA inh	CendR NRP1 mod	DNMT1 inh	Tb MetRS inh	SUMO1 PPI mod	LMPTP inh	STEP block	Scp1 inh	MsrA act
O=C(COC(=O)c1cc(=O)[nH]c2ccccc12)Nc1cccc(S(=O)(=O)N2CCOCC2)c1	-7	3.8	-2	2	0.0	-10	1.3	-3	-11	-3
CCCNC(=S)NC1CC2CCCC(C1)N2Cc1ccccc1OC (stereo not drawn)	-11	-0.6	5	0	-0.1	-1	-1.0	-3	x	-2

Later entries
SMILES	E coli Lon inh	MsrA inh	CendR NRP1 mod	DNMT1 inh	Tb MetRS inh	SUMO1 PPI mod	LMPTP inh	STEP block	Scp1 inh	MsrA act
COc1cc(OC)cc(C(=O)N[C@H](C(=O)NCc2ccccc2)C(C)C)c1	11	0.6	1	-13	-1.0	7	-2.0	-5	4	-11
CCCCC(=O)Nc1ncc([N+](=O)[O-])s1	5	2.7	11	1	0.1	-23	-2.1	1	-6	-4
O=C(NCC1CCCO1)C(c1ccc(F)cc1)N(Cc1ccc2c(c1)OCO2)C(=O)c1ccc(CN2CCOCC2)o1 (stereo not drawn)	-8	0.3	0	0	-1.2	0	-0.6	1	-7	-8
CCN(CC)S(=O)(=O)c1cccc(S(=O)(=O)c2cccc(S(=O)(=O)N(CC)CC)c2)c1	-7	1.7	1	0	-0.3	0	1.0	2	-11	-4
COc1cccc(CNC(=O)CCC2CCCN(C(=O)CCn3cncn3)C2)c1 (stereo not drawn)	-4	0.3	-10	3	-0.7	4	-2.0	-1	-3	-8
COc1ccc(CC(=O)N2CCC(Nc3nc4ccccc4n3Cc3ccc(F)cc3)CC2)cc1	1	0.7	2	-7	0.0	4	28	-7	11	-1
Cc1ccc(S(=O)(=O)N2CCCC2CNC(=O)C(=O)NCc2ccc3c(c2)OCO3)cc1 (stereo not drawn)	-9	0.2	-8	-4	-0.3	1	-1.1	2	x	-1
COc1ccc(OC)c(S(=O)(=O)N2CCN(C(=O)NC3CCCCC3)CC2)c1	8	-0.8	7	3	-0.4	-15	-0.3	-2	-1	-10
CCC(CC)C(=O)N1N=C(c2ccc(NS(C)(=O)=O)cc2)CC1c1ccc(C)cc1 (stereo not drawn)	6	-0.2	-6	-6	0.0	-5	2.4	0	-9	-2
CC(=O)N1c2ccc(S(=O)(=O)N3CCC(C(=O)NCc4ccc(Cl)cc4)CC3)cc2CC1C (stereo not drawn)	2	-0.9	1	-2	-0.1	-3	-0.9	-2	1	-7
CCCOc1ccc(C(=O)NC(=S)N2CCN(c3ncc4c(=O)c(C(=O)O)cn(CC)c4n3)CC2)cc1	-2	-1.1	-4	6	-0.2	12	70*	7	x	-5
CCOC(=O)C(C)Sc1nc2c(cnn2-c2ccc(C)cc2)c(=O)[nH]1 (stereo not drawn)	1	-1.7	14	3	-0.5	1	-3.0	-2	-7	-5
CCN(CC)S(=O)(=O)c1ccc2c(c1)oc(=O)n2CC(=O)NC1CCCCC1	2	0.3	4	2	0.1	-3	0.4	-3	-3	-1
Cc1ccc(S(=O)(=O)Oc2ccc(/C=C3\C(=N)N4N=C(S(C)(=O)=O)SC4=NC3=O)cc2)cc1	-12	0.4	-53	22	0.1	23	3.4	4	41	-2
O=C(C[C@H]1CC[C@@H](NC(=O)Cc2cccnc2)[C@@H](CO)O1)NCc1ccc2c(c1)OCO2	x	0.1	4	x	0.7	5	-1.2	x	x	x
COc1ccc(CCNC(=O)N[C@@H](Cc2ccccc2)C(=O)O)cc1	-7	-1.1	6	4	-0.1	-1	-2.1	-1	-21	-1
COc1ccc(CCC(=O)NCCCNC(=O)CCc2ccc(OC)cc2)cc1	-1	0.8	-6	-9	0.0	-4	-1.2	-2	-9	-4
CCn1c(SCc2ccc(C#N)cc2)nnc1-c1cccc(Cl)c1	1	1.6	14	0	-1.2	-4	0.7	1	-1	-8
O=C1CC(c2ccccc2)CC(=O)C1Sc1ccc(Cl)cc1 (stereo not drawn)	-3	0.2	-8	4	-0.4	5	0.1	7	-8	0
CCOC(=O)N1CCN(C(=O)CCN2C(=O)/C(=C\c3cccc(OC)c3)SC2=S)CC1	3	-0.7	-8	37	0.2	-2	1.4	3	-6	-1
Cc1cc(C)c(C(=O)c2ccc(C(=O)NC(C)(C)C)cc2)c(C)c1	0	-0.1	-5	-1	-0.2	-3	1.6	1	-6	-3
COc1ccc(/C=N/NC(=O)c2[nH]c3ccc(Br)cc3c2-c2ccccc2)c(C(=O)O)c1OC	2	2.6	-46	-2	1.5	0	0.5	2	0	-2
O=C(COc1ccc([N+](=O)[O-])cc1)NNC(=S)NC(=O)c1ccc(Br)cc1	-7	0.4	-13	-1	0.6	-9	11	0	-6	3
O=C(NCc1ccccc1)C1CCN(C(=O)NCc2ccccc2)CC1	-3	-0.5	-3	2	-0.8	-1	-0.8	0	-15	-8
O=C(CC1CCCCC1)Nc1c2c(nn1-c1ccc(F)cc1)CS(=O)(=O)C2	-2	0.4	-14	3	-0.8	1	-3.2	-1	-11	-2
CN(C(=O)COn1nnc2ccc(Cl)cc21)C1CCS(=O)(=O)C1 (stereo not drawn)	12	-0.1	-7	1	-0.4	0	-1.7	0	-3	-6
Nc1nnc(SCC(=O)NNC(=O)c2ccc(Cl)cc2)s1	-11	1.2	1	2	0.0	2	-0.4	1	-5	-2
O=C(NCc1nnc(SCC(=O)N2CCOCC2)o1)c1ccccc1	-6	-0.5	1	9	-0.2	-1	-1.5	0	x	-8
CCc1ccc(C(=O)/C=C2\Sc3ccccc3NC2=O)cc1	8	-0.3	-14	-4	-0.5	1	-0.6	-1	-4	-3
C=CCn1c(SCc2n[nH]c(=S)n2-c2ccccc2)nnc1-c1ccccc1	-1	0.7	-5	0	-0.8	-8	-1.4	1	-7	2
Cn1c(SCCC#N)nnc1-c1ccccc1F	4	0.6	-1	-1	0.5	-2	-0.7	0	-1	0
Cc1ccccc1CNC1CCCCC1	-10	1.0	0	1	-1.2	-1	-0.6	-1	-2	-6
COc1nnc(-c2ccc(C)c(S(=O)(=O)NCC3CCCO3)c2)c2ccccc12 (stereo not drawn)	-2	-2.0	2	1	-0.4	14	-0.2	0	1	-4
O=C(Cc1cccc(NC(=O)C2CCCN(C(=O)C3CCCC3)C2)c1)Nc1ccc(C(=O)N2CCCCC2)cc1 (stereo not drawn)	-11	-1.4	-2	-2	0.2	1	-0.5	-2	0	-1
Cc1ccc(S(=O)(=O)Cc2cccc(C(=O)N3CCOCC3)c2)cc1	9	0.1	6	1	-2.0	1	-3.0	1	-18	-7
Cc1cccnc1NC1OC(=O)c2ccccc21 (stereo not drawn)	-3	2.0	9	-1	-0.6	-1	-0.9	-2	-9	-3
Cc1c(CCC(=O)N2CCC(C(=O)O)(c3ccccc3)CC2)c(=O)oc2cc3oc4c(c3cc12)CCCC4	-9	1.1	-8	1	0.6	26	-0.2	2	45	-1
CCOCCCNC(=O)CCNC(=O)c1cc(OC)c(OC)c(OC)c1	4	0.1	-6	-1	-0.1	0	-1.7	1	-3	0
COc1ccc(C(=O)CC(=O)O)c2c1C=CC(C)(C)O2	-1	1.6	-8	-3	-0.6	-4	-1.8	15	-5	-7
CC(=O)c1ccc(NC(=O)C2CCCC2)cc1	3	-0.1	-20	6	-1.1	8	-2.8	0	11	-12
O=C(CCCNC(=O)c1ccc(Cl)cc1)OCc1cccc(Br)c1	2	0.0	0	1	0.1	3	1.0	2	-5	-1
COc1ccc(C/C(N)=N/OC(=O)Cc2ccccc2)cc1OC	4	0.7	0	-4	-0.5	1	1.1	5	-3	1
CCOC(=O)c1c(C)nc2sc3c(=O)n(-c4ccc(C(C)=O)cc4)cnc3c2c1-c1ccc(Cl)cc1	-3	0.6	8	4	-0.8	0	1.6	-4	-11	3

This is a random part of the collection. Share with any hit: about 4.3%.
